CDK5 inh: inhibitors of human CDK5/p35 kinase. Q00535+Q15078. hit rate 0.01% among 330,000. Recombinant CDK5/p35, ADP-Glo luminescence, 60 min. inhibition, % at 10 µM. AID 488839;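 active = highest replicate inhibition of at least 50% and at least 75% of replicates reaching 50%; inconclusive = only one of the two criteria met; inactive = both criteria failed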;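 also: plate controls were DMSO neutral control for no effect and GW8510 at 10 µM for full effect; many of its hits are not listed in these tables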
PvdQ acylase: P. aeruginosa PvdQ acylase inhibition; purified PvdQ acylase, fluorescence plate reader; inhibition, % at 10 µM; hit rate 0.063% among 340,000; AID 488965; in the data active = inhibition above about 30%, passing the limit was not always enough; inconclusive = no clear call, values can overlap the other calls;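 also: 0% = vehicle neutral wells and 100% = reference inhibitor wells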
dFosB activator: activators of mouse delta FosB homodimer | P13346 | purified delta FosB, TAMRA-CDK5 oligo fluorescence polarization; percent of positive-control signal above neutral wells | activation, % at 25 µM | hit rate 0.99% among 340,000 | AID 493131;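 active = mean activation above about 17%, with every replicate also reaching it, limit read from the data, passing the limit was not always enough; inconclusive = only one of the two conditions met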;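 also: fluorescence polarization rise as delta FosB binds a TAMRA Cdk5 AP-1 oligo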
HTR5A inv ctr: counter-screen for OPRM1-OPRD1 inverse agonists: human HTR5A inverse agonism; P47898; HTR5A cell line, luminescence; inhibition, % at 9.3 µM; hit rate 0.083% among 340,000; in the data active = inhibition mostly above about 23%, no sharp cut-off; inactive = mostly below about 18%;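 also: 0% = cells with DMSO and 100% = no-cell wells with DMSO; some compounds called inactive have numbers as strong as hits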
SR-BI DiI inh: inhibitors of mouse SR-BI mediated HDL lipid uptake; Q61009; ldlA[mSR-BI] CHO cells, DiI-HDL uptake fluorescence, 3 h; inhibition, % at 12.5 µM; hit rate 0.96% among 320,000;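 active = mean replicate inhibition of at least 70% and a set share of replicates each scoring 70 or more; inconclusive = meets just one of the two criteria; inactive = fails both criteria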;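 also: 0% = median of neutral control wells and 100% = median of positive control wells; values of inactives mirror those of a sister screen read the other way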
HTR5A ag ctr: activates human HTR5A in OPRM1-OPRD1 agonist counter-screen; P47898; HTR5A agonist assay, luminescence, cell-based; activation, % at 9.3 µM; hit rate 0.61% among 340,000; in the data active = activation mostly above about 9.5%, no sharp cut-off; inactive = mostly below about 7.6%;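 also: 0% = cells with vehicle only and 100% = reference agonist; strong numbers were not always called active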
NSD2 inh: inhibitors of human histone methyltransferase NSD2; O96028; NSD2 peptide methylation, AlphaScreen, 120 min; inhibition, % at 12.5 µM; hit rate 0.54% among 310,000; AID 743445; in the data active = inhibition above about 50%
Target sequence (O96028 whole entry, looked up): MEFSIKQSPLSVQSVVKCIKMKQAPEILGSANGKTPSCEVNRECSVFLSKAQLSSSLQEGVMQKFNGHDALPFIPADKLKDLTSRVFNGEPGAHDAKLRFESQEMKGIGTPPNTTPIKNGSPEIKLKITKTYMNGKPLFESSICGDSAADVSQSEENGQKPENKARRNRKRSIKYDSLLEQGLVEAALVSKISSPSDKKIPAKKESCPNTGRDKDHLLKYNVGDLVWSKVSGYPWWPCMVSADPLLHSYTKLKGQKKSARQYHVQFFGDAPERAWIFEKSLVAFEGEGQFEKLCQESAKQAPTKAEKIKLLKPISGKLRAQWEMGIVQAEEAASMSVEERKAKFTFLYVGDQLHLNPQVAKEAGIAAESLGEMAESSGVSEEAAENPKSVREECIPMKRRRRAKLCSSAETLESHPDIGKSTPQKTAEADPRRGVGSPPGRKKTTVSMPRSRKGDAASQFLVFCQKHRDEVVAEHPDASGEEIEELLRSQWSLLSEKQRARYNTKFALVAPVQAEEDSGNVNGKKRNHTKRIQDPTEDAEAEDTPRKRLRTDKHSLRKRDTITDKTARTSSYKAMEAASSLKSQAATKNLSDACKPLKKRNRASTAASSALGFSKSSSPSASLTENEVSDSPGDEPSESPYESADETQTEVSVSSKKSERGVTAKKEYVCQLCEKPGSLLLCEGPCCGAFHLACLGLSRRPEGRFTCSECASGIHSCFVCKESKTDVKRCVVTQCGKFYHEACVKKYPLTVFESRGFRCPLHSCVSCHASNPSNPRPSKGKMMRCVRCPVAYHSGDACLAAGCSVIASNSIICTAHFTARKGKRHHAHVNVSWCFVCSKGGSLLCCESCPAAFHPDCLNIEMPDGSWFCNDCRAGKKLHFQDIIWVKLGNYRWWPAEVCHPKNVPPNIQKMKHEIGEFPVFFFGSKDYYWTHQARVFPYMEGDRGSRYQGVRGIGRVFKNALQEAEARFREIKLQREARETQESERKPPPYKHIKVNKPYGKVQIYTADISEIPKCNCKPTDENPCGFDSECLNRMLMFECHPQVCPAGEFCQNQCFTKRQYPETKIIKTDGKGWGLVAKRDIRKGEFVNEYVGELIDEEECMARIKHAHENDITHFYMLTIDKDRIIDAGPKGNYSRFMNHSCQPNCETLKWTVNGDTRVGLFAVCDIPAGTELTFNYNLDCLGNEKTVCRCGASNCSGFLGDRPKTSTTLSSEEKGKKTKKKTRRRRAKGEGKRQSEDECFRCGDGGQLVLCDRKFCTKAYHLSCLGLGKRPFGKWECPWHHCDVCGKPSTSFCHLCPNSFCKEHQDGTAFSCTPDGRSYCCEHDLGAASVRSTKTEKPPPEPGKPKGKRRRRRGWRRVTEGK
MITF TRPM1 HTS: activators of MITF-driven TRPM1 promoter activity in SK-MEL-5 cells | activation, % at 12.5 µM | hit rate 0.75% among 300,000 | AID 588334 | SK-MEL-5 TRPM1-promoter luciferase, 24 h; % of positive control, neutral wells = 0;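 active = mean activation of at least 80% with every replicate also reaching 80%; inconclusive = mean reaches 80% but some replicate falls short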;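 also: 0% = neutral control wells and 100% = parthenolide positive control wells; values of inactives mirror those of a sister screen read the other way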
Wnt act: activates Wnt/beta-catenin signaling in a reporter cell assay | activator, plate reader | AID 743398 | hit rate 1.2% among 300,000 | activation, % at 9.35 µM; in the data active = activation above about 30%, passing the limit was not always enough; inconclusive = no clear call, values can overlap the other calls;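 also: 0% = neutral control wells and 100% = positive control wells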
V-ATPase pH: yeast V-ATPase proton transport regulation by pHLuorin | response, % at 10 µM | S. cerevisiae, pHLuorin cytosolic pH fluorescence | hit rate 0.37% among 350,000; in the data active = response mostly above about 7.3%, no sharp cut-off; inactive = mostly below about 5.4%; also: actives read high; inactives centre near 0; some compounds called inactive have numbers as strong as hits; reference of the scale not given here
Numbers without * were called inactive; ? = inconclusive; . = not tested or not shown; & = joins results of further samples.

mol,CDK5 inh,PvdQ acylase,dFosB activator,HTR5A inv ctr,SR-BI DiI inh,HTR5A ag ctr,NSD2 inh,MITF TRPM1 HTS,Wnt act,V-ATPase pH
CN1C(=O)c2ccc(C(=O)Nc3ccccc3O)cc2C1=O,-0.1,-18,-1,3,1,-1,0,-13,1,0
Cc1ccc(C)c(N2CCN(C(=O)CCc3nc(-c4ccc(Br)cc4)no3)CC2)c1,0.0,5,3,-17,-24,5,.,62,1,-2
O=C(OCc1cnc(Cl)s1)c1ccc(Cl)cc1,0.7,4,-2,6,-18,2,-1,-2,.,1
Cc1cccc(Oc2nc(-c3ccccn3)nc3ccccc23)c1,-0.3,4,-17,12,-4,-5,2,59,13,0
Cc1c(C(=O)N2CCc3ccccc3C2)oc2ccc(S(=O)(=O)N3CC(C)CC(C)C3)cc12 (centres undefined),0.4,-6,-14,15,23,-4,0,-18,-2,1
C/C(=N\NC(=O)c1ccc(F)cc1)c1ccccn1,-0.1,-10,-7,-17,.,5,36,-40,?,2
O=C(c1ccco1)N1CCN(C(=O)c2ccccc2OCc2ccccc2)CC1,-1.7,-13,-5,13,5,-3,-2,-6,-1,-1
CCCCN(CCCC)/C(N)=N/c1nc(C)cc(C)n1,0.4,-7,-8,-1,-8,0,0,1,-4,-2
CC[C@]12c3[nH]c4ccc(OC)cc4c3CCN1C(=O)C(CC(=O)NCCCN(C)C)C[C@@H]2C(=O)N1CCN(C(=O)c2ccco2)CC1 (some centres undefined),-0.5,-1,-3,-3,-5,1,.,12,-1,-2
COc1ccc(OC)c(NC(=O)c2ccccc2N(Cc2ccccc2)S(C)(=O)=O)c1,-2.2,-3,-11,3,12,1,-3,-2,-5,0
COc1ccc(NC(=O)COc2ccc(-c3nn(C)c(=O)c4ccccc34)cc2)cc1,1.0,17,-2,0,12,0,-2,2,-1,3
COc1ccc(NC(=O)COC(=O)CC2Sc3ccccc3NC2=O)cc1 (centres undefined),2.0,-1,-3,-6,-3,3,2,1,19,4
Cc1ccc(C(=O)NC(=S)/C=C2\N(C)c3ccccc3C2(C)C)cc1,-1.6,10,3,-10,-2,3,7,-6,-2,3
Cc1cn([C@@H](CCCCN)C(=O)NCCCCCCCCCCC(=O)N2CCNCC2)nn1,2.0,-18,9,1,-7,1,.,8,-1,1
O=C1C2C3C=CC(C3)C2C(=O)N1CCc1ccccc1 (centres undefined),-2.3,-5,-5,-11,-27,3,-2,7,0,-1
CCOc1ccc(Nc2oc(-c3cccs3)nc2C#N)cc1,12,22,6,-25,10,11,.,53,.,0
COc1ccc(Cl)cc1S(=O)(=O)N(C)CC(=O)NCc1ccc2c(c1)OCO2,0.2,-14,1,-1,.,0,16,.,-2,-1
COc1ccc(-c2nc3ccccc3[nH]2)cc1,9.2,18,-3,-12,10,2,.,7,17,-1
CS(=O)(=O)N(CC(=O)Nc1ccc(S(=O)(=O)N2CCOCC2)cc1)c1ccccc1Cl,1.4,1,-6,2,-11,-1,-1,5,-2,-2
Cc1ccc(NC(=O)CSCC(=O)Nc2ccc(S(=O)(=O)N3CCCC3)cc2)cc1,-0.6,-5,-2,-4,3,2,15,4,1,0
O=C(CCc1ccccc1)Nc1ccccc1F,1.2,-12,1,4,6,2,-1,49,.,-1
O=C(NCCn1c(C(F)(F)F)nc2ccccc21)[C@H]1CCCN1c1nc(CN2CCCCC2)cs1,0.0,-13,-12,.,-11,.,.,14,-4,-2
COCC(C)n1c(C)cc(C(=O)CSc2nnc(N)s2)c1C (centres undefined),-1.5,6,-10,-11,0,-3,3,5,.,-2
OC(COCC(F)(F)C(F)(F)C(F)(F)C(F)F)Cn1c2ccccc2c2ccccc21 (centres undefined),-0.4,0,-10,-7,-20,2,-4,-10,-5,0
CN(c1ccc(C(=O)N2CCN(Cc3ccccc3)CC2)cc1)S(=O)(=O)c1ccc(Cl)cc1,-1.2,0,-16,-24,79*,0,25,-11,-3,-3
CCOc1cc(C(=O)O)cc(Cl)c1OC,-1.6,-2,6,17,6,2,1,-3,.,0
COC(=O)c1ccc(N=Cc2c(C(F)(F)F)[nH]n(C)c2=O)cc1,-1.4,-7,-1,-3,-19,1,1,3,1,0
Clc1ccc(-c2nnc3cccc(Cl)n23)c(Cl)c1,-0.5,0,-5,-12,-11,4,6,2,.,8
O=C(NC1CCCCC1)N1CCN(C(=O)c2ccco2)CC1,-1.6,-10,-9,-24,2,2,-6,10,-2,4
Cc1ccc(NC2=CC(=O)CC(C)(C)C2)cc1C,0.9,-11,1,7,20,2,1,.,1,2
c1cn(CCCNc2ncnc3sc4c(c23)CCC4)cn1,-0.3,0,6,-33,-3,12,3,9,.,-3
C/C(=N\NC(=O)C1COc2ccccc2O1)c1cccs1 (centres undefined),0.8,-16,0,-11,-1,-5,-2,14,3,0
CC(=O)c1ccc(N=Cc2c(O)n(-c3cc(Cl)ccc3N3CCOCC3)c(=O)c3ccccc23)cc1,0.6,-10,-3,0,.,0,1,11,-2,1
COc1ccccc1/C=C/C=N/NC(=O)c1cc(-c2ccc(C)o2)[nH]n1,1.8,-6,11,-21,49,-3,0,.,1,0
O=C(Nc1cccc(NC(=O)N2CCN(c3ccccc3)CC2)c1)N1CCN(c2ccccc2)CC1,0.1,-8,0,-13,86*,5,-1,-1,-2,1
CC(C)NC(=O)Nc1ccc2c(c1)C(=O)N([C@H](C)CO)C[C@H](C)[C@@H](CN(C)S(=O)(=O)c1ccc(F)cc1)O2,0.5,-2,-5,-5,-4,5,.,3,-1,-4
O=C(Nc1cccc(Cl)c1N1CCOCC1)c1ccc2c(c1)OCCO2,-2.6,-11,-10,14,51,-6,-2,30,0,-1
COc1ccc(Cc2nnc(SCC(=O)NCC3CCCO3)o2)cc1 (centres undefined),-1.4,8,-1,-4,-12,1,-4,-3,-1,.
COC(=O)Cc1csc(Nc2c(C)n(C)n(-c3ccccc3)c2=O)n1,1.0,-14,5,5,-22,1,-3,-3,.,-2
Cc1ccc(C(=O)Nc2cccc(C(F)(F)F)c2)cc1Nc1ccccn1,-1.6,-7,0,-34,41,13,.,-11,11,-3
C#CC(CO)N(CCN(Cc1ccccc1)C(C#C)CO)Cc1ccccc1 (centres undefined),-1.9,-5,-8,6,-21,3,2,1,.,1
CC(=O)NCCc1nc(-c2ccc(Cl)cc2)no1,-1.0,-12,-6,-9,-4,0,.,22,0,-1
O=C(NNC(=S)Nc1ccc(F)cc1)c1ccccc1OC(F)F,2.4,-21,3,16,-2,0,0,-12,.,-3
Oc1ccc(C[C@@H]2CNCCN2CCc2cc(C(F)(F)F)cc(C(F)(F)F)c2)cc1,0.9,5,14,14,-27,4,.,1,-3,0
CC1CC(OCC(O)CN2CCOCC2)CC(C)(C)C1 (centres undefined),0.2,15,4,-3,-1,0,-2,-7,.,-7
Cc1ccccc1NC(=O)c1nn(C)c(C(=O)Nc2ccccc2C)c1[N+](=O)[O-],3.1,0,4,15,-41,-4,-1,.,0,1
CC(=O)c1ccc(N2CCN(C(=O)Cc3cccs3)CC2)cc1,1.3,-8,0,3,10,-1,-3,7,-2,-3
O=c1c2ccccc2ncn1-c1ccccc1C(F)(F)F,0.7,-13,1,-18,7,-3,-3,-3,-4,1
Cc1ccc2c(C)c(C(=O)N3CCN(c4ccncc4)CC3)oc2c1C,1.6,1,4,-11,6,1,5,-1,2,-3
Cc1ccc(CSCC(=O)N2CCN(c3ccccc3)CC2)cc1,-1.1,-2,-1,-25,7,0,1,15,-2,-6

The listing continues:
mol,CDK5 inh,PvdQ acylase,dFosB activator,HTR5A inv ctr,SR-BI DiI inh,HTR5A ag ctr,NSD2 inh,MITF TRPM1 HTS,Wnt act,V-ATPase pH
N#C/C(=C/c1cn(-c2ccccc2)nc1-c1cccc(S(=O)(=O)N2CCOCC2)c1)C(=O)NCc1ccco1,.,2,4,19,18,-1,-1,-8,-8,3
CC(=O)Nc1ccc(S(=O)(=O)N2CCN(c3ncccn3)CC2)cc1,1.4,-15,-10,12,-12,3,0,.,0,1
O=C(NC(=S)Nc1ccc2[nH]c(=O)[nH]c2c1)c1cncc(Br)c1,-7.1,2,9,2,-3,-1,-1,0,-10,0
CCOC(=O)c1ccc(N2C(=O)CC(Sc3nc(C)cc(C)n3)C2=O)cc1 (centres undefined),1.4,-16,-5,0,3,0,2,-4,1,-3
CCc1cc(=O)oc2cc(OC(C)C(=O)O)c(Cl)cc12 (centres undefined),0.3,-9,-8,-17,-3,2,.,1,-2,1
CC(C)Oc1cccc(C(=O)C2CCCN(C(=O)c3ccoc3)C2)c1 (centres undefined),-0.1,-7,0,-10,-1,4,0,14,6,3
CCc1ccccc1NC(=O)CC(O)(C(=O)OC)C(F)(F)F (centres undefined),0.8,6,-3,-4,9,1,0,2,.,-1
C=CCNC(=O)CSc1nc2cc(C(=O)OCC)ccc2n1CC,0.2,-6,-3,-9,25,1,0,1,-2,-2
O=C1OC(c2ccc(Br)cc2)=N/C1=C\c1ccco1,-6.7,-21,15,.,-8,.,3,14,1,-2
O=C(NCc1ccncc1)c1cnccn1,-1.0,-7,-1,2,-2,-1,-2,.,-1,3
CCOc1c(Br)cc(C(=O)N2CCCN(C)CC2)cc1OC,0.3,-13,-2,-20,21,5,2,2,-2,2
COc1ccccc1N1CCN(C2CCCN(S(=O)(=O)c3ccccc3)C2)CC1 (centres undefined),-1.1,3,-8,-44,14,-2,-2,1,8,-2
CN1CCN(C(=O)C2CCC(=O)N(CCc3cccc(F)c3)C2)CC1 (centres undefined),0.7,-3,13,10,-8,6,-2,-15,-2,0
Cn1c(CNc2nc(-c3ccccc3)cs2)nnc1SCC(=O)N1CCc2ccccc21,-1.0,5,-4,-1,46,-1,-1,-5,-3,-1
CCOC(=O)C1CCCCN1C(=O)CCc1c(C)nc2cc(-c3ccccc3)nn2c1C (centres undefined),-1.6,-10,-7,16,47,-5,.,.,5,-2
CCOc1nc(C)ccc1-c1noc(-c2ccncc2)n1,1.2,7,-21,6,7,4,-2,.,20,4
CC(C)[C@H](NC(=O)C1CCN(S(=O)(=O)c2ccc(F)cc2)CC1)C(=O)N1CCCC1,-0.1,-3,-2,17,-5,0,-1,0,0,4
COC1=CC(=O)CC(C)C12Oc1c(Cl)c(OC)cc(OC)c1C2=O (centres undefined),1.0,-3,-4,-11,29,4,.,-15,-2&-3,-5
O=c1[nH]c(SCc2ccc(Cl)cc2)nc2c1CCC2,-1.0,-21,0,-23,-7,1,-8,-4,3,-2
CC(=O)NCCn1c(SCc2ccc(C)cc2C)nc2ccccc2c1=O,-1.0,-5,-4,8,-4,-3,2,-5,.,-1
CCCCNC(=S)Nc1ccc([N+](=O)[O-])cc1,-1.2,-1,6,-9,7,3,.,8,.,-2

Source: PubChem (several laboratories)
